# RXFP1 antag: blocks the human relaxin receptor RXFP1; Q9HBX9; activity change, negative = inhibition, % at 57.5 µM; 350,000 tested, 0.59% active; HEK293-RXFP1, relaxin-stimulated cAMP HTRF, 30 min; stronger effect = lower value;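 active means activity change of -60% or lower, but not beyond a set lower limit; inconclusive means change between -60% and -40%, or beyond the set limit; inactive means change above -40%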
# POLH inh: inhibitors of human DNA polymerase eta; Q9Y253; recombinant Pol eta, fluorescent DNA replication assay; Potency, µM (doses to about 114 µM), for the others: at the highest dose activity change, negative = inhibition, hits mostly inhibitors; 390,000 tested, 1.2% active; further: potency means the concentration at half of the fitted maximal effect
# Target sequence (Q9Y253 whole entry, looked up): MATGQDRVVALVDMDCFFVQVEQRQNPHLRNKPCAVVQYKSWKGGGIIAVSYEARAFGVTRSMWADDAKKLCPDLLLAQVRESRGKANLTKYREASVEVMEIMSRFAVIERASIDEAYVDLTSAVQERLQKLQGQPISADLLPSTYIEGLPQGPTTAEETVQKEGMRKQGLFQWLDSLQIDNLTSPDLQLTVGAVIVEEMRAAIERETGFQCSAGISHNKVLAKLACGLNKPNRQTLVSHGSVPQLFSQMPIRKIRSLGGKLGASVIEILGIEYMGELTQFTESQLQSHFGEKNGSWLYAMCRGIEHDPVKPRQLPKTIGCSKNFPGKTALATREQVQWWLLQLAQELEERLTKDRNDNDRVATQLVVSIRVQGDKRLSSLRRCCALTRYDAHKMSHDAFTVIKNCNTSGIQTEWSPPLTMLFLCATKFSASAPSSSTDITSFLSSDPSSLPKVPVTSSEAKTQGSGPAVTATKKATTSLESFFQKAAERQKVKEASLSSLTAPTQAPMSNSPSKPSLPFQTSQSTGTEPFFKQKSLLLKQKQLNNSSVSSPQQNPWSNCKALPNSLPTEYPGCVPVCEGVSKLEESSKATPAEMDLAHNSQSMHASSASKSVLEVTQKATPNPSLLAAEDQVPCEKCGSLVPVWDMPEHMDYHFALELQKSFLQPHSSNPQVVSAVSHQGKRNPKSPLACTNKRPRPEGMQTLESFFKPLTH
#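 Fluorescent replication assay: 50 nM final substrate added after a 15 min room-temperature compound preincubation with 10 nM enzyme. Signal taken at 0 min and again at 10 min.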
# PGK inhibitor: inhibitors of T. brucei phosphoglycerate kinase | P07378 | PGK/GAPDH coupled, Kinase-Glo luminescence, 60 min | Potency, µM (titrated, usually from 57.5 µM), without a hit: at the top dose activity change, negative = inhibition, usual class: inhibitors | 380,000 tested, 0.043% active | AID 602233; further: potency means the concentration at half of the fitted maximal effect; nearly all actives have a fitted effect of over 60% in size
#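 Recombinant glycosomal PGK reaction used 1,3-bisphosphoglycerate generated in-well by GAPDH (100nM final) in 100mM TEA pH 7.6, 5mM MgCl2, 0.01% Tween-20. After 60 minutes at room temperature, ATP was read by Kinase-Glo Plus luminescence end-point.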
# The depositor's hits bear a star; i = inactive; ? = inconclusive. Unless noted, the call rests on the fitted dose curve; in most records, active means well fitted curve in the direction sought with a large enough effect; inconclusive means small, poorly fitted or top-dose-only effect, or another doubt; inactive means no such curve, though single readings can be large; an effect the other way counts as inactive or inconclusive. On the % scale 0 is the no-effect control and ±100 the full control effect.
SMILES,RXFP1 antag,POLH inh,PGK inhibitor
CC(NC(=O)COC(=O)c1ccc2c(=O)n3c(nc2c1)CCCCC3)c1ccc(F)cc1 (centres undefined),7,-14%,-6%
FC(F)(F)c1nc2nc(Cl)c(Cl)nc2[nH]1,0,-15%,-8%
CNC(=O)c1ccsc1NC(=O)CS(=O)(=O)c1ccc(F)cc1,3,1%,9%
O=C(CN1c2cccc3cccc(c23)S1(=O)=O)NCc1ccccc1Cl,3,-2%,-5%
C[C@H](CO)N1C[C@H](C)[C@H](CN(C)Cc2ccccc2)Oc2ncc(Br)cc2C1=O,8,-7%,4%
CN(C(=O)COC(=O)c1cc([N+](=O)[O-])ccc1N1CCOCC1)C1CCCCC1,9,2%,-2%
CC(C)NC(=O)N(C)C[C@H]1OCc2cnnn2CCCC(=O)N([C@H](C)CO)C[C@H]1C,-11,-10%,-1%
CCOc1ccccc1N(CC(=O)NCCc1ccc(OC)cc1)S(=O)(=O)c1ccc(C)cc1,1,-9%,i
O=C(NC(Cc1c[nH]c2ccccc12)C(=O)O)c1cccc(S(=O)(=O)N2CCCCC2)c1 (centres undefined),7,-1%,5%
COc1ccc(C=Cc2ccc3ccccc3n2)c(OC)c1,0,-20%,?
C[C@@H]1CN([C@@H](C)CO)S(=O)(=O)c2ccc(Br)cc2O[C@H]1CN(C)Cc1ccncc1,-6,-7%,6%
O=C(OC1C2C=CC1C1C(=O)NC21)c1ccccc1 (centres undefined),-7,-14%,-6%

# Overlap with the part before: 2 entries, followed by the next part.
SMILES,RXFP1 antag,POLH inh,PGK inhibitor
C[C@@H]1CN([C@@H](C)CO)S(=O)(=O)c2ccc(Br)cc2O[C@H]1CN(C)Cc1ccncc1,-6,-7%,6%
O=C(OC1C2C=CC1C1C(=O)NC21)c1ccccc1 (centres undefined),-7,-14%,-6%
C[C@H](CO)N1C[C@H](C)[C@H](CN(C)C(=O)c2ccccc2F)Oc2ncc(Br)cc2C1=O,-7,-16%,-7%
COC(=O)c1ccc2cc(OC)c(OC)cc2c1,-14,-2%,0%
O=C(Nc1ccc(Cl)cn1)c1ccccc1-c1ccccc1,3,-7%,-9%
CCOc1ccc(S(=O)(=O)N2CCCCC2)cc1NC(=O)C1CCCC1,5,-14%,-10%
COCCn1c(=S)[nH]c2cc(C(=O)NC3CCCCCC3)ccc2c1=O,2,-17%,9%
Cc1ccc(S(=O)(=O)N2C[C@H]3N(C(=O)OC(C)C)N(C(=O)OC(C)C)C[C@H](OC(=O)NCc4ccccc4F)[C@@]3(O)C2)cc1,5,-16%,-7%
COc1ccc(-c2nnc(SCC(=O)N(C)C3CCS(=O)(=O)C3)n2CC(C)C)cc1 (centres undefined),-1,-1%,3%
O=C(O)c1ccsc1Cc1cccs1,0,-3%,6%
C#CCN(C[C@@H]1[C@@H](OC(=O)NCC2CCCCC2)[C@@H](OC(=O)NCC2CCCCC2)CN(C(=O)OC(C)C)N1C(=O)OC(C)C)S(=O)(=O)c1ccc(C)cc1,0,-11%,8%
Cc1ccc(OCc2cc(C(=O)N3CCCC(C)C3)no2)cn1 (centres undefined),1,-17%,-3%
O=C1NC(Cc2ccc(O)cc2)c2nc3cc(F)c(F)cc3c(=O)n2-c2cc3ccccc3cc21 (centres undefined),-21,-5%,7%
CCN(CC)C1CCN(C(=O)c2ccc(OC3CCN(C(=O)CCOC)CC3)cc2)C1 (centres undefined),-7,-5%,-6%

# For convenience, some entries already given.
SMILES,RXFP1 antag,POLH inh,PGK inhibitor
Cc1ccc(S(=O)(=O)N2C[C@H]3N(C(=O)OC(C)C)N(C(=O)OC(C)C)C[C@H](OC(=O)NCc4ccccc4F)[C@@]3(O)C2)cc1,5,-16%,-7%
COc1ccc(-c2nnc(SCC(=O)N(C)C3CCS(=O)(=O)C3)n2CC(C)C)cc1 (centres undefined),-1,-1%,3%
O=C(O)c1ccsc1Cc1cccs1,0,-3%,6%
C#CCN(C[C@@H]1[C@@H](OC(=O)NCC2CCCCC2)[C@@H](OC(=O)NCC2CCCCC2)CN(C(=O)OC(C)C)N1C(=O)OC(C)C)S(=O)(=O)c1ccc(C)cc1,0,-11%,8%
Cc1ccc(OCc2cc(C(=O)N3CCCC(C)C3)no2)cn1 (centres undefined),1,-17%,-3%
O=C1NC(Cc2ccc(O)cc2)c2nc3cc(F)c(F)cc3c(=O)n2-c2cc3ccccc3cc21 (centres undefined),-21,-5%,7%
CCN(CC)C1CCN(C(=O)c2ccc(OC3CCN(C(=O)CCOC)CC3)cc2)C1 (centres undefined),-7,-5%,-6%

# Carrying on.
SMILES,RXFP1 antag,POLH inh,PGK inhibitor
COc1ncnc2c1ncn2CCCNCCCN1CCCC1=O,2,-11%,-8%
COCC1CCN(C(=O)c2cc(COc3ccc(F)cc3Cl)on2)C1 (centres undefined),-5,-18%,-2%
COc1ccc([C@H]2N[C@]3(CCCN(Cc4ccc(C)cc4)C3=O)[C@H]3C(=O)N(Cc4ccccc4)C(=O)[C@@H]23)cc1,7,-13%,6%
C[C@@H]1CN([C@@H](C)CO)S(=O)(=O)c2ccc(Br)cc2O[C@H]1CN(C)C(=O)C1CCCCC1,11,1%,0%
COc1ccc(NC(=O)CSc2nnc3n2CCCCC3)cc1OC,16,-19%,-10%
COc1ccccc1-c1ccc([C@@H]2C[C@H]3[C@H](CON3C)CN2C(=O)c2ccco2)cc1,2,-16%,-10%
COc1ccc([C@@H]2C[C@H]3[C@@H](CN2S(=O)(=O)c2ccccc2)C(=O)C[C@@H](c2ccccc2)N3S(=O)(=O)c2ccc(C)cc2)cc1,2,-8%,-2%
Cc1sc2ccccc2c1CNC[C@H]1O[C@@H](n2ccc(N)nc2=O)[C@H](O)[C@@H]1O,5,-8%,0%
COCC(=O)N1C[C@H]2CON(C)[C@H]2C[C@H]1c1cccc(-c2ccccc2OC)c1,5,-8%,-10%
Cc1ccc(C(=O)N/N=C/c2cccnc2)cc1Cl,3,6%,1%
COc1ccc(Br)cc1C1=CC(=O)C[C@H](c2ccc(F)cc2)C1,-3,-15%,-7%
CCN(CC)C(=O)C1=C(C)N(Cc2ccc(F)cc2)C(=O)C(CC(=O)NCc2cccc3ccccc23)C1 (centres undefined),4,-8%,7%

# Laid out differently: three of the compounds above
canonical_smiles	RXFP1 antag	POLH inh	PGK inhibitor
COc1ccccc1-c1ccc([C@@H]2C[C@H]3[C@H](CON3C)CN2C(=O)c2ccco2)cc1	2	-16%	-10%
COc1ccc([C@@H]2C[C@H]3[C@@H](CN2S(=O)(=O)c2ccccc2)C(=O)C[C@@H](c2ccccc2)N3S(=O)(=O)c2ccc(C)cc2)cc1	2	-8%	-2%
Cc1sc2ccccc2c1CNC[C@H]1O[C@@H](n2ccc(N)nc2=O)[C@H](O)[C@@H]1O	5	-8%	0%

# Continuation.
SMILES,RXFP1 antag,POLH inh,PGK inhibitor
O=C(CN1CCN(C(=O)c2ccc(-c3nc4ccccc4s3)o2)CC1)Nc1cccc(F)c1,2,-1%,-1%
Cc1ccc(S(=O)(=O)NN=C2CC(C)(C)OC2(C)C)cc1,5,-8%,-8%
COc1cccc(OC)c1C(=O)OCC(=O)NCCNC(=O)COC(=O)c1c(OC)cccc1OC,-1,-1%,i
O=C(Nc1ccccc1N1CCOCC1)c1cccc2ccccc12,1,-18%,1%
Cc1cc(C)c2c(=O)n3c(nc2c1)C(CC(C)C)NC(=O)c1cccnc1-3 (centres undefined),-2,-7%,-1%
CC1=C(C(=O)N2CCOCC2)CC(CC(=O)NCCCCc2ccccc2)C(=O)N1CCCN1CCCC1=O (centres undefined),-5,-20%,-3%
C[C@H](CO)N1C[C@H](C)[C@@H](CN(C)Cc2ccc3cccnc3c2)OCc2cnnn2CCCC1=O,-13,-4%,1%
CNC(=O)c1ccc(CN(C)C(=O)c2cc(C3CC3)nc3c2cnn3C(C)C)cc1,2,-3%,-1%
CCN(c1ccccc1)S(=O)(=O)c1ccc(Cl)c(NC(=O)CSc2nc(N)cc(=O)[nH]2)c1,4,-3%,i
CCOc1ccc(S(=O)(=O)NCCC(=O)N2CCN(C(C)=O)CC2)cc1,11,-5%,7%
COc1cc2c(NCCCCCO)ncnc2c(OC)c1OC,-1,-8%,i
O=C(CCCc1ccccc1)NCCS(=O)(=O)N1CCN(c2ccccc2)CC1,9,-14%,-6%
COc1ccc(NC(=O)N(C)C[C@H]2OCc3cnnn3CCCC(=O)N([C@@H](C)CO)C[C@H]2C)c(OC)c1,-14,-13%,-8%
COC(=O)C1CCN(S(=O)(=O)c2c[nH]c(=O)[nH]c2=O)CC1,-2,4%,i
Cc1ccc2c(CC(=O)Nc3ccc4nc(N5CCOCC5)sc4c3)coc2c1,8,-5%,6%
Cc1ccc(C(=O)OCC(=O)NCc2ccc(Cl)cc2)s1,5,0%,i
COC(=O)C1Cc2c([nH]c3ccccc23)C2CCC(=O)N12 (centres undefined),-1,-15%,0%
C#CCOCC1CNC(=S)O1 (centres undefined),-4,-24%,-8%
Cc1ccc(S(=O)(=O)NN=C(c2ccccc2)c2cccs2)cc1,5,-2%,-2%
COc1ccccc1-c1cc2nc(-c3ccccc3)cc(N3CCN(C(=O)c4ccco4)CC3)n2n1,-3,-22%,2%
O=C(CC1(O)C(=O)Nc2ccc(Br)cc21)c1ccccc1 (centres undefined),9,-8%,-9%
Cc1ccccc1OCCOC(=O)c1cc(S(=O)(=O)N2CCOCC2)ccc1C,-1,-12%,-1%
CC(C)CC1NC(=O)c2cc3ccccc3cc2-n2c1nc1cc(Cl)ccc1c2=O (centres undefined),4,-24%,7%
O=[N+]([O-])c1cc2c(c([N+](=O)[O-])c1)Nc1ccccc1O2,10,?,-23%
O=C(NCc1ccccc1CN1CCCC1)c1ccc(S(=O)(=O)Nc2ccccc2F)cc1,3,-3%,6%
CC(C)C1C(=O)N(Cc2cn(CCC3OCCCO3)nn2)CCS(=O)(=O)N1Cc1ccc(-c2ccc(Cl)nc2)cc1 (centres undefined),4,-9%,-10%
CC(=O)c1c(C)[nH]c(C(=O)Nc2ccc(N3CCCCCC3)cc2)c1C,-9,-12%,2%
COc1ccc(S(=O)(=O)N(C)C[C@@H]2OCCCC[C@@H](C)Oc3ccc(NC(=O)NC(C)C)cc3C(=O)N([C@H](C)CO)C[C@@H]2C)cc1,-15,0%,2%
CCOc1ccc(C(=O)CCC(=O)NCC(=O)Nc2ccc(F)c(F)c2F)cc1,8,-14%,-7%
CCOC(=O)c1cc(-c2sc(NC(=O)c3ccccc3)nc2C)n(Cc2ccccc2)n1,-9,-6%,-1%
O=C(COC(=O)c1cccc(Cl)c1Cl)NC1CCCCCC1,-5,3%,-9%
CC1CCCCN1C(=S)Nc1ccc(S(=O)(=O)N2CCCCC2)cc1 (centres undefined),12,-6%,-7%
Cc1ccc(S(=O)(=O)N(CC(=O)NC2CC3CCC2C3)c2ccccc2)cc1 (centres undefined),-5,-3%,1%
C[C@H]1CN([C@@H](C)CO)C(=O)CCCn2nncc2CO[C@H]1CN(C)C(=O)c1ccccc1,12,-2%,3%
CC(C)CCn1nc(C(=O)OCC(=O)NC(C)c2ccccc2)c2ccccc2c1=O (centres undefined),-4,-4%,-7%
C#CCN(C[C@H]1[C@H](OC(=O)NCc2ccco2)[C@H](OC(=O)NCc2ccco2)C[C@@H](C(=O)OC)[C@H]1C(=O)OC)S(=O)(=O)c1ccc(C)cc1,3,-17%,-2%
C[C@H]1CN([C@@H](C)CO)C(=O)CCCn2nncc2CO[C@@H]1CN(C)C(=O)c1ccncc1,-11,-8%,-5%
OCc1nc2ccccc2n1CCCc1ccccc1,-5,-17%,-3%

# Just POLH inh, for some of the entries so far:
SMILES,POLH inh
CC1CCCCN1C(=S)Nc1ccc(S(=O)(=O)N2CCCCC2)cc1 (centres undefined),-6%
C[C@H]1CN([C@@H](C)CO)C(=O)CCCn2nncc2CO[C@@H]1CN(C)C(=O)c1ccncc1,-8%
COc1ccc(S(=O)(=O)N(C)C[C@@H]2OCCCC[C@@H](C)Oc3ccc(NC(=O)NC(C)C)cc3C(=O)N([C@H](C)CO)C[C@@H]2C)cc1,0%
O=C(NCc1ccccc1CN1CCCC1)c1ccc(S(=O)(=O)Nc2ccccc2F)cc1,-3%

# Screens as filed in PubChem.

# These rows are one share of the data (hit frequency here may not be typical).
